# Screens: PubChem BioAssay, several laboratories
# Vc quorum ag = induces V. cholerae light production without autoinducers; AID 588436; V. cholerae BH1578 lux reporter, luminescence, 6 h; activation, % at 18.7 µM; 350,000 tested, 0.16% active; in the data active means activation mostly above about 9.7%, no sharp cut-off; inconclusive means no clear call, values can overlap the other calls; inactive means mostly below about 3.7%; further: not every result past the cut was called active; inactives centre near 0; reference of the scale not given here
# TcdB inh = inhibitors of Clostridioides difficile toxin B glycohydrolase | AID 652162 | 350,000 tested, 0.24% active | P18177 | TcdB glycohydrolase enzymatic assay, plate reader | inhibition, % at 9.99 µM; in the data active means inhibition above about 10%
# Rv3671c inh = inhibitors of M. tuberculosis serine protease Rv3671c | P9WHR9 | AID 2606 | 320,000 tested, 0.048% active | inhibition, % at 5.96 µM; in the data active means inhibition above about 38%;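 further: extracellular domain of Rv3671c used as enzyme; 0% = enzyme with DMSO and 100% = no enzyme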
# Target sequence (P9WHR9 whole entry, looked up, the tested form may be a part): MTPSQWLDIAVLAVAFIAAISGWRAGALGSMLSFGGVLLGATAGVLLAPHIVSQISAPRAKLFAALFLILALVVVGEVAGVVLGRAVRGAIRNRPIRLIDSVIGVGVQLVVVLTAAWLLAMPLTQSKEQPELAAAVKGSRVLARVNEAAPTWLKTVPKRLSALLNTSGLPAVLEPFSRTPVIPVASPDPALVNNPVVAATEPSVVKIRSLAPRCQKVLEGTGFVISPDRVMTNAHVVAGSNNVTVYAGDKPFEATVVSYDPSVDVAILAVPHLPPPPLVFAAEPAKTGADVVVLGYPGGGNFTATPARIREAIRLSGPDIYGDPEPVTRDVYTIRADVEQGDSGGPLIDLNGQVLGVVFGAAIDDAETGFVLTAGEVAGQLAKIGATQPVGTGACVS
# PriA SSB inh = blocks PriA binding to SSB C-terminal tail. 430,000 tested, 0.6% active. inhibition, % at 33 µM. AID 1272365. AlphaScreen SSBct-PriA binding, biotinylated peptide; in the data active means inhibition mostly above about 37%, no sharp cut-off; inactive means mostly below about 20%;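 further: plate controls were negative control peptide for no effect and reference peptide for full effect; strong numbers were not always called active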
# 3CLpro inhibitor = SARS-CoV 3CLpro protease inhibition; inhibition, % at 6 µM; 290,000 tested, 0.14% active; recombinant SARS-CoV 3CLpro, quenched FRET peptide cleavage; AID 1706; P0C6X7; in the data active means inhibition above about 12%
# PfHsp40 yeast = rescue of PfHsp40-mediated yeast toxicity. 340,000 tested, 0.68% active. S. cerevisiae expressing PfHsp40, growth rescue, ATP luminescence. growth rescue, % at 12.5 µM. AID 504582; in the data active means growth rescue above about 28%, passing the limit was not always enough; inconclusive means no clear call, values can overlap the other calls;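 further: yeast W303a lacking pdr1 and pdr3 grown in galactose medium; growth measured after three days at 30 °C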
# VHR inh abs = inhibitors of human VHR1 phosphatase (DUSP3) | inhibition, % at 13.3 µM | 290,000 tested, 0.52% active | recombinant VHR phosphatase, pNPP absorbance | AID 1654 | P51452; in the data active means inhibition above about 50%; further: some compounds called inactive have numbers as strong as hits
# Target sequence (P51452 whole entry, looked up): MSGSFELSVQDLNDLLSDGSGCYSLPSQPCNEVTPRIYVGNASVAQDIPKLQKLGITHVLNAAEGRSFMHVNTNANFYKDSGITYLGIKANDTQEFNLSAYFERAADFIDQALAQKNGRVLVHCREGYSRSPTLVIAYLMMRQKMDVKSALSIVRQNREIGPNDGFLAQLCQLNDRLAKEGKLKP
# Anthrax LF prot = inhibitors of Bacillus anthracis lethal factor protease. P15917. multiplex microsphere protease cleavage assay, LF. inhibition, % at 10 µM. 360,000 tested, 0.12% active; in the data active means inhibition above about 30%; inconclusive means no clear call, values can overlap the other calls; further: plate controls were buffer without enzyme for full effect and enzyme alone for no effect
# MazF activator = activators of E. coli MazEF toxin-antitoxin RNase; 350,000 tested, 0.32% active; activation, % at 20 µM; AID 504720; FAM/BHQ RNA-DNA oligo cleavage fluorescence, 5 h; in the data active means activation above about 50%
# Target sequence (P0AE70 whole entry, looked up): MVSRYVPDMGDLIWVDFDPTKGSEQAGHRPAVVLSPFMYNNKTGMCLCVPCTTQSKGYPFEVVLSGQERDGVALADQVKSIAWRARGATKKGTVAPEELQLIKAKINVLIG
# Y pestis TopoI = Y. pestis Topo-I inhibition via cleavage products; 360,000 tested, 0.064% active; activity, % at 10 µM; Y. pestis Topo-I cleavage product accumulation, plate reader; in the data active means activity above about 50%, passing the limit was not always enough; inconclusive means no clear call, values can overlap the other calls; further: inactives centre near 2
# Starred values were filed as active, the others as inactive; i = inactive; u = inconclusive; x = not tested or not shown; & = joins results of further samples.
# Start of the listing, in advance (2 entries):
SMILES,Vc quorum ag,TcdB inh,Rv3671c inh,PriA SSB inh,3CLpro inhibitor,PfHsp40 yeast,VHR inh abs,Anthrax LF prot,MazF activator,Y pestis TopoI
CCCCCn1c(CN(C)Cc2ccccc2)nc2c1c(=O)n(C)c(=O)n2C,i,x,x,-27,-3,0.1,-25,-5,-4,32
CCCCC(=O)N/N=C/c1c(O)n(CCc2ccc(OC)c(OC)c2)c(=O)[nH]c1=O,-0.2,0.4,0,x,3,-1.4,-1,-2,-12,2

# The list itself, repeating the preview:
SMILES,Vc quorum ag,TcdB inh,Rv3671c inh,PriA SSB inh,3CLpro inhibitor,PfHsp40 yeast,VHR inh abs,Anthrax LF prot,MazF activator,Y pestis TopoI
CCCCCn1c(CN(C)Cc2ccccc2)nc2c1c(=O)n(C)c(=O)n2C,i,x,x,-27,-3,0.1,-25,-5,-4,32
CCCCC(=O)N/N=C/c1c(O)n(CCc2ccc(OC)c(OC)c2)c(=O)[nH]c1=O,-0.2,0.4,0,x,3,-1.4,-1,-2,-12,2
Clc1ccc2c(c1)-c1ccccc1C1=NCCN12,-6.0,1.4,x,x,x,x,x,-6,15,-11
Cc1cccc2c1N(CCOc1ccccc1)C(=O)C2=O,-0.5,-0.2,2,-3,18*,-1.4,22,-2,-3,6
Cc1cc(C)c(NC(=O)c2ccc3c(c2)NC(=O)C(C)S3)c(C)c1 (centres undefined),i,0.3,-1,-18,x,0.2,x,x,10,7
CCOC(=O)c1[nH]c2ccccc2c1N=C(C)N(CC)CC,-0.3,x,4,-2,-2,0.2,22,2,7,7
COc1cccc(CCc2nnc(CCC(=O)N3CCCC3c3nccs3)o2)c1 (centres undefined),i,1.0,-4,-10,1,20,22,-4,8,5
COc1ccc(/C=N/Nc2ccc(C(=O)O)cc2)c(OC)c1OC,-0.7,-1.6,0,x,7,-1.1,14,-8,5,2
O=c1[nH]c(=O)n(Cc2ccco2)c2c1C(C(F)(F)F)(C(F)(F)F)N=C(c1ccc(F)cc1)N2,-0.4,x,0,-5,3,0.3,-14,u,2,5
O=C(CCc1nc2ccccc2[nH]1)N1CCN(C(=O)c2ccco2)CC1,-0.4,0.6,-3,-5,-1,-0.3,0,-2,5,-3
O=C(NCCCN1CCOCC1)c1ccc(Sc2ccc(Br)cc2)c([N+](=O)[O-])c1,-0.6,x,3,7,-2,-0.7,-4,-4,-6,1
O=C(NCc1ccccc1Cl)c1ccc2c(c1)SC1=NS(=O)(=O)CCN12,i,1.8,-5,-2,-2,-1.1,11,-2,-14,-16
Cc1ccn2c(=O)c(C(=O)NCCCN3CCCC3=O)c(O)nc2c1,-1.3,1.7,-1,2,0,-0.9,7,-2,7,4
COC(=O)c1cc(OC)c(OC)cc1NC(=O)CCC1CCCC1,i,x,-2,-9,-4,1.8,3,-1,-29,40
COc1ccc(N(CC(=O)NC2CCCC2)C(=O)CCC(=O)Nc2cc(C)on2)c(OC)c1,-1.4,x,-2,-17,-1,7.8,26,-10,7,6
CCn1c(=O)[nH]c2ccccc2c1=O,i,x,3,-10,3,-1.7,21,-8,-17,7
COc1ccccc1C(=O)NC(=O)Cn1nc(C)c([N+](=O)[O-])c1C,0.7,-1.0,-1,-6,x,-0.2,x,u,3,1
Cc1cc(C(=O)NC(C)c2ccncc2)no1 (centres undefined),-0.3,0.5,-8,-1,-1,1.1,-2,0,0,1
O=C(COc1ccccc1[N+](=O)[O-])NCCCN1CCCC1=O,-0.5,3.3,2,-3,x,-0.6,x,-6,6,4
N#CCCn1cc(/C=C2\NC(=S)N(c3ccccc3)C2=O)c(-c2ccc(F)cc2)n1,-0.2,0.6,-9,11,0,0.0,-3,1,0,-1
Cc1nn(-c2ccccc2)c(C)c1NC(=O)COC(=O)[C@@H](NC(=O)c1ccccc1)C(C)C,-0.7,0.9,6,-1,x,0.9,x,-3,0,4
CCOc1cc(/C=N/NC(=O)C(=O)NC)cc(Br)c1O,i,x,0,x,3,-0.1,2,2,5,5
CCCn1ncc(C(=O)O)c1C,-3.4,x,1,-11,-5,-1.4,21,0,3,0
Cc1ccsc1/C=N/N1CCN(c2ccccc2)CC1,i,2.2,-5,x,2,-0.8,3,-6,-3,2
CC(C)N(C(=O)COC(=O)c1ccc(Cl)nc1)C(C)C,-0.5,1.0,-2,3,2,-2.1,14,-3,-6,5
O=S(=O)(Nc1nccs1)c1ccc(NCc2cc(Br)cc(Br)c2O)cc1,-0.4,1.1,-7,7,3,1.4,12,-3,-21,7
Cc1ccc(CNC(=O)CCNS(=O)(=O)c2ccc3c(c2)c(=O)n(C)c(=O)n3C)cc1,-0.5,x,-1,-12,5,-1.0,33,-1,6,1
O=C(CSc1ncnc2nc[nH]c12)NCCc1ccccc1,i,x,-2,-24,1,-0.9,6,-7,6,-8
O=C(CSc1n[nH]c(-c2ccccc2O)n1)NC1CCCCC1,-0.3,0.4,4,-12,-1,0.3,81,3,-6,11
O=C(CCN1C(=O)S/C(=C\c2ccc(Cl)cc2)C1=O)Nc1ccc(C(=O)O)cc1,-0.4,1.2,-3,-10,2,1.3,10,0,1,-5
COc1ccc(C2c3ccc4ccccc4c3Oc3ncn(Cc4ccco4)c(=N)c32)cc1OC (centres undefined),i,x,-32,11,-1,-1.5,30,-2,-15,22
CN(C)C(=O)CSc1nnc([C@@H](N)Cc2ccccc2)o1,i,x,-4,-8,-7,-2.0,25,-3,2,5
O=C(NCc1ccc(Cl)cc1)NCC(F)(F)F,1.1,x,-1,-4,2,-0.8,-4,-1,-3,-5
Cc1ccc(S(=O)(=O)NCCC(=O)NNC(=O)C2COc3ccccc3O2)cc1 (centres undefined),i,1.2,1,0,x,0.4,x,1,-1,4
Cc1ccc(C)c(OCC(=O)N2CCCN(C)CC2)c1,-0.4,-0.1,-4,-6,-3,-2.7,34,2,5,0
O=C(O/N=C/c1cccc([N+](=O)[O-])c1)C1CC1,i,x,-1,x,3,1.5,4,-1,1,5
COc1ccc(/C=C/C(=O)OCC(=O)Nc2ccc(Cl)cn2)cc1,0.0,2.2,2,-12,-1,0.2,22,3,-4,1
COc1ccc(N2C(=O)C3NN=C(C(=O)OCc4ccccc4)C3C2=O)cc1 (centres undefined),3.0,0.5,-4,-1,7,1.1,29,-2,-3,-9
Cc1ccc(S(=O)(=O)N2c3ccccc3NC(=O)C2CC(=O)Nc2ccccc2)cc1 (centres undefined),i,x,-1,-5,-5,0.4,21,0,1,5
Cc1ccc(C(=O)Nc2cc3c(oc2=O)CCCC3=O)cc1,-0.7,x,2,0,0,0.1,23,-5,3,5
CCOC(=O)Cc1csc(NC(=O)CSc2nnnn2-c2ccc(C)cc2C)n1,i,x,-4,1,5,1.1,0,-3,-1,22
O=C(CSc1nnc(-c2ccc(Cl)cc2Cl)n1C1CCCCC1)N1CCCC1,-1.3,x,1,1,5,-0.1,0,-6,8,22
CCn1c(C)nc2cc(-c3nnc(-c4c(-c5ccccc5)noc4C)o3)ccc21,2.2,x,-30,-7,-7,0.7,-12,0,5,6
O=C(Nc1ccc(Cc2ccncc2)cc1)c1ccc(S(=O)(=O)N2CCOCC2)cc1,-0.4,1.6,-4,3,2,1.2,27,1,32,24
CC(=O)Nc1c(Cl)c(Cl)c2c(c1Cl)C(=O)c1cc(Cl)ccc1-2,i,0.9,x,-2,x,-0.7,x,2,19,-1
O=C(Nc1ccc(F)cc1)NC1CCN(Cc2ccccc2)CC1,-0.5,0.6,1,4,2,-0.8,17,0,-1,-5
Cc1ccc(NC(=O)C2CCN(c3ncnc4c3nc3n4CCCCC3)CC2)cc1Cl,-0.2,-0.9,-13,-4,-5,0.0,-20,2,-11,5
C=CCCN(Cc1ccccc1)S(=O)(=O)c1ccccc1Br,i,x,0,-31,x,2.2,-17,-3,16,37
COC(c1ccc(Cl)cc1)(c1ccc(Cl)cc1)C(Oc1nc(C)cc(C)n1)C(=O)O (centres undefined),i,2.0,-7,2,3,1.2,-7,-8,-4,5
O=C(N/N=C/c1c(Cl)cccc1Cl)C(=O)NC1CC1,i,-1.0,-2,x,-2,-0.5,17,2,2,6
# Next part:
SMILES,Vc quorum ag,TcdB inh,Rv3671c inh,PriA SSB inh,3CLpro inhibitor,PfHsp40 yeast,VHR inh abs,Anthrax LF prot,MazF activator,Y pestis TopoI
CC(C)COc1ccc(C(=O)N/C(=C\c2cccc([N+](=O)[O-])c2)C(=O)O)cc1,i,0.4,1,0,4,0.1,18,-1,11,4
Nc1ccc(Cl)cc1/C(=N/O)c1ccccc1,-5.6,x,-8,x,-7,0.0,11,0,1,1
COC(=O)C1=C(c2ccc(F)cc2OCc2ccccc2)C[C@@H]2CC[C@H]1N2C(=O)N1CCCCC1,-14,0.0,-5,0,x,-0.9,x,-3,4,27
C=CCNC(=S)Nc1ccc2nc(C)c(C)nc2c1,-0.4,x,-5,-3,3,-1.4,20,u,1,7
COC(=O)c1ccc(NC(=O)C(OC)c2ccccc2)cc1 (centres undefined),-0.4,0.6,0,-4,5,-1.0,20,3,8,6
O=C(Nc1cccc(Cl)c1)N1CCSc2cc(Cl)ccc21,-1.3,x,3,-27,1,4.8,4,-6,-14,7
Cc1ccc2nc(N)nnc2c1,-3.1,-0.7,x,x,x,x,x,-5,7,7
COc1ccc(N2CCN(C(=O)CSc3nnc(Cn4nnc5ccccc54)n3C)CC2)cc1,-0.3,x,-10,4,-3,-0.7,-9,-4,1,-5
Cn1nnnc1SCc1cccc(CSc2nnnn2C)n1,-0.5,0.6,3,-6,2,0.6,-5,-8,10,-1
Cc1onc(-c2ccccc2Cl)c1-c1nc(-c2ccncc2)no1,1.0,x,-5,-14,-5,-0.3,24,-1,6,2
Cc1c(C(C)NC(=O)c2cc(COc3cccc4cnccc34)on2)cnn1C (centres undefined),-0.3,2.0,5,-7,-1,-0.4,-2,x,4,7
Cc1nc2ccccn2c1C(=O)NNC(=O)Nc1ccccc1,-0.1,1.6,-1,-2,1,0.9,20,0,0,2
CNc1ccccc1C(C)(C)c1cc(C)[nH]n1,x,x,9,-9,2,-1.4,18,1,5,-1
O=C(NCc1cccnc1)c1ccc(Cn2c(=S)[nH]c3ccc(Br)cc3c2=O)cc1,i,1.2,-6,-20&-1,-3,-0.5,46,-6,2,12
Cc1ccc(C)c(NC(=O)CN(C)C(=O)C2CCN(S(=O)(=O)c3ccc4c(c3)OCCO4)CC2)c1,-10,1.1,7,10,x,0.1,x,-1,-3,15
CC(C)CCNC(=O)C(c1ccc(O)cc1)N(Cc1cccs1)C(=O)C1COc2ccccc2O1 (centres undefined),-0.2,0.6,-16,-1,0,2.5,2,-2,2,-2
CNC(=O)c1sccc1Oc1ccc(F)cc1[N+](=O)[O-],-0.6,2.4,-11,-11,4,0.7,23,3,6,3
CCSC(C)CC1CC(=O)CC(=O)C1 (centres undefined),-0.7,x,-8,-8,4,1.1,-4,3,-3,-1
COc1ccc(C(=O)NC(=O)NC2(C(Cl)(Cl)Cl)OCCO2)cc1,4.2,1.2,0,2,4,1.4,9,-1,-9,0
Clc1ccc(Cn2nnc(-c3ccc(N4CCOCC4)cc3)n2)cc1,i,x,-2,-10,5,-0.3,20,-8,-6,-8
C/C(=N\NC(=O)c1c(Cl)c(C)nn1C)c1ccc(NC(=O)COc2ccc(Cl)cc2C)cc1,-0.6,x,-6,x,-2,-0.3,-7,-8,-2,-8

# The list is partial. The share of hits here may be higher or lower than overall.
